High-throughput results (PubChem BioAssay)
Diaphorase act: diaphorase activation or chemical reduction counter-screen | Diaphorase/resazurin coupled assay, resorufin fluorescence, 16 min; hits give high values; 1 = vehicle wells, 0 = NADH-free wells | activation factor at 20 µM | 190,000 compounds, 0.005% hits | AID 1229;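 active = diaphorase activity raised at least twofold by the compound at 20 µM; inactive = activation factor below 2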
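Test system: Clostridium kluyveri diaphorase, purified enzyme; input: enzyme 0.07 U/mL final; buffer or medium: 50 mM HEPES pH 7.4 with 4.542 mM MgCl2, 0.005% Tween 20; also added: 0.114 mM NADH and 0.1 mM resazurin, final amounts; schedule: 16 min enzyme reaction, ambient temperature; technique: fluorescence of resorufin, 544 nm excitation, 590 nm emission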
PMI act hi M6P: increases human PMI activity with near-saturating mannose 6-phosphate; 190,000 compounds, 0.34% hits; activation factor at 20 µM; coupled PMI enzyme assay, resazurin fluorescence, 20 min; hits give high values; 1 = untreated enzyme, 0 = substrate-free blank;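 active = activation factor of 2 or more at 20 µM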
Target sequence (P34949 whole entry, looked up): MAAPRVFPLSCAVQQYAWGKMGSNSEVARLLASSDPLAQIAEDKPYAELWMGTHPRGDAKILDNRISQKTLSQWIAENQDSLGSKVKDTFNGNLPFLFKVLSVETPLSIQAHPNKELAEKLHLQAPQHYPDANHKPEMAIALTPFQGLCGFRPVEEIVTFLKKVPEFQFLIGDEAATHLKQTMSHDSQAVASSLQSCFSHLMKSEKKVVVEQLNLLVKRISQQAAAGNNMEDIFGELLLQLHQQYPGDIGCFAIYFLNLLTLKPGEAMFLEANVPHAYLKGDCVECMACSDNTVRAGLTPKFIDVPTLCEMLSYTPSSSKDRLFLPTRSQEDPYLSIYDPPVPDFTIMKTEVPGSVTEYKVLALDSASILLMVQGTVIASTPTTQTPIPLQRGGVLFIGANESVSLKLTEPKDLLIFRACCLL
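Test system: human PMI in coupled enzyme assay; Input: PMI at 15 ng/mL final; Medium: HEPES buffer, pH 7.4; Schedule: 20 min incubation at room temperature; Technique: resorufin fluorescence at Ex 544/Em 590 nm; Compound: 20 µM single dose; Probe or stimulus: Near-saturating mannose-6-phosphate, 1.0 mM.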
HMGR II inh: E. faecalis class II HMG-CoA reductase inhibition | purified E. faecalis HMGR, NADPH absorbance 340 nm kinetic | inhibition, % at 10 µM | 190,000 compounds, 0.41% hits | AID 1066;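 active = inhibition above a set limit, the median over all tested compounds plus 3 SD, cut at about 9.5% in these data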;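 also: enzyme runs in reverse so mevalonate oxidation gives rising NADPH absorbance; 0% = complete reaction with DMSO and 100% = background rate lacking mevalonate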
TNAP inh noacc: TNAP (human) inhibition, acceptor-free conditions; P05186; purified TNAP, CDP-star luminescence, 30 min; AID 1012; inhibition, % at 20 µM; 200,000 compounds, 0.26% hits;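 active = tissue-nonspecific alkaline phosphatase inhibition above about 50% at 20 µM in the single-dose screen, limit read from the data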;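 also: 0% = DMSO negative control and 100% = EDTA positive control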
Target sequence (P05186 whole entry, looked up): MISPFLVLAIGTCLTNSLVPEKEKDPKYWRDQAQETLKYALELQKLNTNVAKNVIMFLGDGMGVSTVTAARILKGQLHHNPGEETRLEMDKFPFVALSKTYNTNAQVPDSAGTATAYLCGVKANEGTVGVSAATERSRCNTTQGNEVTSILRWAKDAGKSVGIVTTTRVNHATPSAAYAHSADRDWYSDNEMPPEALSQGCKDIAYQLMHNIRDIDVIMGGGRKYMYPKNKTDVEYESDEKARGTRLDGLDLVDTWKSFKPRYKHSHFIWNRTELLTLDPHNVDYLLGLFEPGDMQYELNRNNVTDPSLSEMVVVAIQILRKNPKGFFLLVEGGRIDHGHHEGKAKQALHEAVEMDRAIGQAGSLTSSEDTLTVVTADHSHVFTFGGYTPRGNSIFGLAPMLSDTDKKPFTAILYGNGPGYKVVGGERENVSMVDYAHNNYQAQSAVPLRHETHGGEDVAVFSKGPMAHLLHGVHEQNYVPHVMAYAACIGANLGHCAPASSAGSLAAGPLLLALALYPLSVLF
TNAP inh hi DEA: TNAP (human) inhibition, high acceptor. P05186. purified TNAP, CDP-star luminescence, 1 M DEA. inhibition, % at 20 µM. 200,000 compounds, 0.03% hits. AID 1135;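 active = over 50% inhibition of tissue-nonspecific alkaline phosphatase at 20 µM in the single-dose screen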;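 also: plate controls were DMSO wells for no effect and EDTA-quenched wells as full inhibition for full effect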
FLuc act counter: firefly luciferase counter-screen for stimulation assays; P08659; ATPlite luciferase biochemical, luminescence, 10 min; 0 = ATP-free wells, 1 = DMSO control; 200,000 tested, under 10 active; activation factor at 10 µM; AID 1027;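 active = luciferase activation factor, scaled between plate controls, of at least 2 with compound at 10 µM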
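Assay system: Luciferase/luciferin reagent mix; Medium: PBS as buffer for the ATP substrate; Dosing: test compounds dosed from 2 mM stocks in 100% DMSO; Times: 10 min, room temperature; Signal: luminescence from luciferase reaction; Read-out: luciferase activation; Controls: No-ATP low control, compound-free enzyme-plus-ATP high control.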
TNAP act hiacc: increases human TNAP activity under high phosphate acceptor concentration. activation factor at 20 µM. purified TNAP, CDP-star luminescence, 1 M DEA, 30 min; hits give high values; 0 = EDTA background, 1 = DMSO-only activity. P05186. 200,000 tested, under 10 active;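 active = activation factor at least 2 at 20 µM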
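Test system – human TNAP · Doses – 20 µM single point · Incubation – 30 min, room temperature · Signal – luminescent substrate turnover signal · Read-out basis – activation factor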
PMI act: increases human mannose-6-phosphate isomerase activity; P34949; 190,000 compounds, 0.005% hits; purified human PMI, coupled resazurin fluorescence, 20 min; hits give high values; 1 = vehicle control, 0 substrate-free wells; AID 1214; activation factor at 20 µM;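 active = activation factor of 2 or more at 20 µM, relative to plate controls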
G6PDH counter: counter-screen for G6PDH assay hits: L. mesenteroides G6PDH inhibition | Purified L. mesenteroides G6PDH, diaphorase/resazurin coupled fluorescence, 45 min | inhibition, % at 5 µM | 200,000 compounds, 0.12% hits; in the data active = inhibition above about 50%
Diaph inh CS: diaphorase inhibition or chemical oxidation counter-screen | diaphorase resazurin-to-resorufin fluorescence, NADH, 16 min; bacterial (C. kluyveri) enzyme, not human | inhibition, % at 20 µM | 190,000 compounds, 0.69% hits | AID 1217;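 active = primary screen inhibition at 20 µM above a set limit, cut at about 50% in these data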;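 also: plate controls were DMSO with full reaction for no effect and wells lacking NADH for full effect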
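System: Bacterial diaphorase enzyme (C. kluyveri) | Incubation: 16-min room-temperature incubation before reading | Benchmarks: No-NADH positive control and DMSO neutral control | Measured by: Resorufin fluorescence 544/590 nm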
Active calls of the source: *.

Values run as follows: TNAP inh noacc	TNAP act hiacc	HMGR II inh	Diaph inh CS	TNAP inh hi DEA	G6PDH counter	Diaphorase act	PMI act	PMI act hi M6P	FLuc act counter
[1] Cc1nn(C)c(Oc2cccc(Cl)c2)c1C#N
    -7.5	1	-5.5	15.6	-0.7	1.6	0.8	1	0.9	1
[2] COc1ccc(CCn2c(N3CCN(Cc4ccccc4)CC3)nc3c2c(=O)[nH]c(=O)n3C)cc1
    -17.2	1.1	-0.7	23.1	-5.6	8.3	0.8	0.9	0.8	1
[3] CN1C(=O)N(C)C2(CC1(C)C)CC(C)(C)N(C)C(=O)N2C
    -8.9	1	-4.0	11.6	-2.3	6.8	0.9	1	1	1
[4] Cc1ncc(CO)c(/C=N/NC(=S)Nc2ccc(Cl)c(Cl)c2)c1O
    -144.1	1	0.2	16.4	0.4	-10.9	0.8	1.6	1.9	1
[5] O=C(O)CC1(CC(=O)Nc2ccc(Br)cc2)CCCCC1
    -10.6	1	-4.3	-13.8	-2.6	4.4	1.1	1.1	1	1
[6] COc1ccc(COC(=O)c2ccc(N3CCCC3=O)cc2)cc1F
    1.1	1	7.6	17.1	-0.7	4.5	0.8	0.9	0.8	1
[7] CCOC(=O)CSc1ncnc2c1cnn2-c1ccc(C)cc1C
    -9.2	1	3.6	3.3	-1.8	2.3	1	1	1	1
[8] O=C(NCCc1ccc(F)cc1)C1CCCCC1
    -7.7	1.1	5.4	13.1	-5.0	7.3	0.9	1	1	1
[9] CC(C)N1CC=C2C(C#N)=C(N)C(C#N)(C#N)[C@H](c3ccoc3)[C@H]2C1
    -10.9	1	-0.5	61.8*	1.5	14.6	0.4	0.6	0.4	1.1
[10] COc1ccccc1NC(=O)c1ccc(NC(=O)c2cc3c(s2)CCC3)cc1
    5.1	1	2.0	17.5	-1.2	-19.7	0.8	0.8	0.9	1.1
[11] CC(C)OCCCN1C(=O)c2ccccc2C1C(=O)NC1CCCCC1 (stereo unspecified)
    -8.8	1	-4.7	11.6	0.7	5.1	0.9	1	1	1.1
[12] O=[N+]([O-])c1cccc(-c2nc(-c3cccs3)c(-c3cccs3)[nH]2)c1
    -5.8	1	0.6	7.9	-1.5	2.1	0.9	0.9	1	1.1
[13] O=C(O)c1ccc(NC(=S)NC(=O)c2ccc(-c3ccccc3)cc2)cc1
    7.8	1	-0.1	-0.5	-3.4	4.0	1	1	1.1	0.7
[14] C/C(=N\NC(=O)c1ccccc1)c1ccc(N2CCCCC2)cc1
    -3.3	1	-1.1	13.2	-0.7	3.1	0.9	0.9	0.9	0.8
[15] O=[N+]([O-])c1cc(/C=N/Nc2nc3ccccc3[nH]2)c(O)cc1O
    -55.9	0.6	0.6	12.7	35.2	3.0	0.9	1.2	1.1	0.8

Reformatted: entries from further up.
9) CC(C)N1CC=C2C(C#N)=C(N)C(C#N)(C#N)[C@H](c3ccoc3)[C@H]2C1
10) COc1ccccc1NC(=O)c1ccc(NC(=O)c2cc3c(s2)CCC3)cc1
11) CC(C)OCCCN1C(=O)c2ccccc2C1C(=O)NC1CCCCC1 (stereo unspecified)
12) O=[N+]([O-])c1cccc(-c2nc(-c3cccs3)c(-c3cccs3)[nH]2)c1
13) O=C(O)c1ccc(NC(=S)NC(=O)c2ccc(-c3ccccc3)cc2)cc1
compound no.	9	10	11	12	13
TNAP inh noacc	-10.9	5.1	-8.8	-5.8	7.8
TNAP act hiacc	1	1	1	1	1
HMGR II inh	-0.5	2.0	-4.7	0.6	-0.1
Diaph inh CS	61.8*	17.5	11.6	7.9	-0.5
TNAP inh hi DEA	1.5	-1.2	0.7	-1.5	-3.4
G6PDH counter	14.6	-19.7	5.1	2.1	4.0
Diaphorase act	0.4	0.8	0.9	0.9	1
PMI act	0.6	0.8	1	0.9	1
PMI act hi M6P	0.4	0.9	1	1	1.1
FLuc act counter	1.1	1.1	1.1	1.1	0.7

Following part:
Values run as follows: TNAP inh noacc	TNAP act hiacc	HMGR II inh	Diaph inh CS	TNAP inh hi DEA	G6PDH counter	Diaphorase act	PMI act	PMI act hi M6P	FLuc act counter
[16] CCC(=O)Nc1cccc(C(=O)/C=C/c2cc(Br)ccc2OC)c1
    -1.9	1	-2.3	17.1	0.7	0.7	0.8	0.8	0.9	1
[17] O=C(/C=C/c1ccc2c(c1)OCO2)NCCSCc1c(Cl)cccc1Cl
    -0.6	1	0.1	4.5	-4.0	7.9	1	1	1.1	1
[18] O=c1[nH]cnc2scc(-c3ccsc3)c12
    21.4	1	1.3	20.3	-2.1	6.5	0.8	0.9	0.9	1
[19] Cc1ccc(-c2cc(-c3nnc(SCC(=O)NCC(C)C)n3N)c3ccccc3n2)cc1
    -4.7	1	1.1	4.7	-0.8	-13.3	1	0.9	0.9	0.9
[20] COc1ccc(/C=C2/SC(=O)N(NS(=O)(=O)c3ccccc3)C2=S)cc1OC
    6.5	1	-4.6	10.2	4.5	0.0	0.9	1	1.2	1.1
[21] O=C(NCCc1ccc(Cl)cc1)C1CCN(c2ncccn2)CC1
    -8.7	1	-2.7	17.0	-4.6	18.9	0.8	0.9	0.9	1
[22] C=CCn1c(-c2cc3cccc(OC)c3o2)n[nH]c1=S
    8.2	1	5.0	12.5	2.9	-7.8	0.9	1.1	1.1	1
[23] COc1ccc(C2c3c(ccc4ccccc34)Oc3ncn4nc(Cc5ccc(OC)c(OC)c5)nc4c32)cc1 (stereo unspecified)
    -10.8	1	2.8	13.6	-3.1	-25.4	0.9	0.9	0.9	1
[24] COc1ccccc1NC(=S)N(Cc1ccccc1)Cc1ccccn1
    -17.7	1	-3.2	6.2	-2.0	2.8	0.9	1.1	1.1	1
[25] CC1(C)CC(=O)C2=C(C1)OC(N)=C(C#N)C21C(=O)N(CN2CCOCC2)c2ccccc21 (stereo unspecified)
    -1.3	1	-0.7	17.7	-2.3	-8.6	0.8	0.8	0.8	1.1
[26] CCc1ccc2[nH]c(=O)c(CN(Cc3ccco3)S(=O)(=O)c3ccc4c(c3)OCCO4)cc2c1
    -12.1	1	-4.2	1.8	-3.3	4.9	1	1	0.9	1.1
[27] CC1C(=O)CC(c2ccc([N+](=O)[O-])cc2)NC1c1ccc([N+](=O)[O-])cc1 (stereo unspecified)
    -4.5	1	-1.0	5.4	-2.5	13.8	0.9	0.9	0.9	1
[28] O=C(Cc1ccc(S(=O)(=O)N2CCOCC2)s1)NCCC(c1ccccc1)c1ccccc1
    -12.9	1.1	-2.4	26.0	-5.3	6.4	0.7	0.9	0.9	1
[29] CC(C)NC(=O)COc1nncc2ccccc12
    2.4	1	1.6	16.6	-2.4	12.7	0.8	0.8	0.9	1.1
[30] COc1ccc(-c2cc(C(=O)N3CC4(C)CC3CC(C)(C)C4)no2)cc1OC (stereo unspecified)
    -2.1	1	-4.6	34.2	-3.3	1.7	0.7	0.8	0.9	1.1
[31] Cc1sc2nc(CSCC(=O)Nc3ccccc3C#N)[nH]c(=O)c2c1C
    -23.8	1	-6.9	12.4	-2.1	-13.5	0.9	0.9	0.9	1.1
[32] Cc1nc2c(C(=O)N3CCCC3)cnn2c(C)c1Cc1c(F)cccc1Cl
    -6.4	1	-3.0	8.2	2.3	2.8	0.9	1	1	1
[33] Cc1c(Cl)cccc1NC(=O)C1Cc2ccccc2CN1C(=O)c1ccccc1 (stereo unspecified)
    -21.5	1	-4.1	7.2	0.0	-9.5	0.9	0.9	1	1
[34] Cc1ccc(C)c(S(=O)(=O)Nc2ccc(C(N)=O)cc2)c1
    -1.3	1	2.0	57.3*	-2.1	11.9	0.4	0.9	0.9	1.1
[35] CCCCC(CCC(=O)Nc1nccs1)C(=O)O (stereo unspecified)
    -13.4	1	-5.0	8.7	-4.6	1.8	0.9	1	1	1.1
[36] Cc1ccc(C(=O)NCc2ccc(Cl)cc2)o1
    -8.7	1	-3.8	5.0	0.0	7.3	0.9	1	1	1
[37] COc1ccccc1N1CCN(C(=O)c2ccc(S(=O)(=O)N3CCCC3)cc2)CC1
    -7.2	1	-1.4	2.1	-1.3	6.6	1	1	1.1	1
[38] COc1cc([N+](=O)[O-])cc(/C=N/NC(=O)C(C)Nc2ccccc2C)c1O (stereo unspecified)
    -9.6	0.9	3.6	37.7	14.4	16.1	0.6	0.7	1	1
[39] O=C(N1CCOCC1)C12CCC3CC(CC(C3)C1)C2
    -3.9	1.1	2.3	6.2	-9.0	3.5	0.9	1	1	1.1
[40] COc1ccc(C/C(C)=N/NC(=S)Nc2ccccc2)cc1
    -7.2	1	-1.3	5.4	-4.1	-10.0	0.9	0.7	0.8	1
[41] CCc1ccc(OS(=O)(=O)c2cn(C)c(=O)n(C)c2=O)cc1
    -2.9	1	-2.7	-1.0	-0.9	2.5	1	1	1	1
[42] Cc1nc(N)sc1-c1nnc(SCC(=O)Nc2nccs2)n1C
    2.1	1	4.7	10.7	-1.0	4.3	0.9	0.9	1	1.2
[43] COCCNc1nc(=S)[nH]c2cc(OC)c(OC)cc12
    0.7	1	0.0	9.7	-4.7	-1.7	0.9	1.2	1.2	1.1
[44] CC1=NN(c2nc(-c3ccc(C)cc3)cs2)C(=O)C1N=Nc1ccc2ccccc2c1 (stereo unspecified)
    3.5	0.8	2.6	18.2	24.7	5.5	0.8	0.8	0.9	1
[45] CC12CCC(C(=O)N3CCC(Cc4ccccc4)CC3)(C(=O)C1=O)C2(C)C (stereo unspecified)
    -10.8	1.1	-4.0	15.4	-5.5	-1.4	0.8	1	1	1.1

Part of the list above in order of SMILES length, ascending.
Values run as follows: TNAP inh noacc	TNAP act hiacc	HMGR II inh	Diaph inh CS	TNAP inh hi DEA	G6PDH counter	Diaphorase act	PMI act	PMI act hi M6P	FLuc act counter
[31] Cc1sc2nc(CSCC(=O)Nc3ccccc3C#N)[nH]c(=O)c2c1C
    -23.8	1	-6.9	12.4	-2.1	-13.5	0.9	0.9	0.9	1.1
[32] Cc1nc2c(C(=O)N3CCCC3)cnn2c(C)c1Cc1c(F)cccc1Cl
    -6.4	1	-3.0	8.2	2.3	2.8	0.9	1	1	1
[37] COc1ccccc1N1CCN(C(=O)c2ccc(S(=O)(=O)N3CCCC3)cc2)CC1
    -7.2	1	-1.4	2.1	-1.3	6.6	1	1	1.1	1
[38] COc1cc([N+](=O)[O-])cc(/C=N/NC(=O)C(C)Nc2ccccc2C)c1O (stereo unspecified)
    -9.6	0.9	3.6	37.7	14.4	16.1	0.6	0.7	1	1
[44] CC1=NN(c2nc(-c3ccc(C)cc3)cs2)C(=O)C1N=Nc1ccc2ccccc2c1 (stereo unspecified)
    3.5	0.8	2.6	18.2	24.7	5.5	0.8	0.8	0.9	1
